VIM-2 inhibitor – inhibitors of Pseudomonas aeruginosa VIM-2 metallo-beta-lactamase. purified VIM-2, nitrocefin hydrolysis, epi-absorbance fluorescence. 290,000 tested, 0.89% active. inhibition, % at 5.6 µM;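 active means inhibition above the mean of all tested compounds plus 3 SD, cutoff set per screening run, cut at about 7.5% in these data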;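 further: red hydrolysis product quenches plate fluorescence so inhibitors raise well fluorescence; 0% = enzyme with DMSO and 100% = DMSO without enzyme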
PHOSPHO1 inh – blocks human PHOSPHO1 phosphatase activity. recombinant PHOSPHO1, absorbance phosphatase assay. inhibition, % at 13.3 µM. 290,000 tested, 1.1% active; in the data active means inhibition above about 60%
Target sequence (Q8TCT1 whole entry, looked up): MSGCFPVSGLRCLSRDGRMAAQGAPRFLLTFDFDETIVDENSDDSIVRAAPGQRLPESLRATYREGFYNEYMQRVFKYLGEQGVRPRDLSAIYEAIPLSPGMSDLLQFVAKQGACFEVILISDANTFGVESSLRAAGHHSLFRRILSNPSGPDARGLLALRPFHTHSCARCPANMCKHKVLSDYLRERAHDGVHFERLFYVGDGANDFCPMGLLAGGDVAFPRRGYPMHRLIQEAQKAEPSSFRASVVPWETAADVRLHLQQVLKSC
IMP-1 inh – blocks Pseudomonas aeruginosa IMP-1 metallo-beta-lactamase | 290,000 tested, 0.45% active | AID 1556 | inhibition, % at 5.6 µM | purified IMP-1, nitrocefin hydrolysis, epi-absorbance fluorescence;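 active means inhibition above the mean plus 3 SD of all compounds in the same screening run, cut at about 4.5% in these data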;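 further: 0% = IMP-1 with DMSO and 100% = DMSO wells lacking enzyme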
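System: Purified recombinant IMP-1 metallo-beta-lactamase enzyme | Measured by: Fluorescence quenching readout, ex 480/em 530 nm | Replication: Singlicate | Incubation: 15 min preincubation plus 25 min reaction at 25 °C | Evaluation: Percent inhibition from optical density relative to buffer-blank wells | Benchmarks: DMSO with and without IMP-1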
MEKK3 PB1 HTS – modulators (inhibitors or enhancers) of MEK5 binding to human MEKK3 PB1 domain. Q99759. bead-based flow cytometry, Alexa488-MEK5 binding to MEKK3; actives lie on both sides; 0 = blocked by unlabeled MEK5, 100 = vehicle. binding response (% of control), % at 10 µM. 290,000 tested, 1.4% active. AID 1529;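 active means binding response more than 3 SD above or below the average of its plate-row segment, actives on both sides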;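 further: Alexa488 bead fluorescence after subtracting the streptavidin-only scavenger bead signal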
Target sequence (Q99759 whole entry, looked up, the tested form may be a part): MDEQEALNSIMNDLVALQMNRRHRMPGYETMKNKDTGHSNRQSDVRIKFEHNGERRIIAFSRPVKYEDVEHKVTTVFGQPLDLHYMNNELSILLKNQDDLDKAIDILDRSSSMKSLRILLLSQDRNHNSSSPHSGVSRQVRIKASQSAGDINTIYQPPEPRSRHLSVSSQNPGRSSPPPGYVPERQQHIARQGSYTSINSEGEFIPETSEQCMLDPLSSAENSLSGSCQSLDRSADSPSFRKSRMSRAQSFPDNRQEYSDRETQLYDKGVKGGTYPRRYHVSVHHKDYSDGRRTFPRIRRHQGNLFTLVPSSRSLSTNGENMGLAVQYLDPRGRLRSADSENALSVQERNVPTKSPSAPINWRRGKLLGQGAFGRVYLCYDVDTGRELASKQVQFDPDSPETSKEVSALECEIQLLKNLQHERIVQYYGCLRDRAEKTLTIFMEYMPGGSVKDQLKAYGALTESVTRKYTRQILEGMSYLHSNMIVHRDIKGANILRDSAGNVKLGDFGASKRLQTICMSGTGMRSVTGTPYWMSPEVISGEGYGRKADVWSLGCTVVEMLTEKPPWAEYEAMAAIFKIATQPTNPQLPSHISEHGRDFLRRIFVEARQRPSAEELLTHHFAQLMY
NS3 helicase inh – inhibitors of Hepatitis C virus NS3 helicase; NS3 helicase DNA unwinding, Cy5 molecular beacon fluorescence; 290,000 tested, 0.56% active; inhibition, % at 10.9 µM;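 active means inhibition above the mean of all tested compounds plus 3 SD, set per campaign, cut at about 35% in these data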;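 further: 0% = DMSO wells and 100% = thioflavine S control wells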
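Material: hepatitis C virus NS3 helicase domain fragment enzyme; measured by: Cy5 fluorescence, 0 and 60 min reads; control set: DMSO and thioflavine S; incubation: 60 min unwinding reaction at 25 °C after ATP addition; read-out basis: % inhibition from 60/0 min fluorescence ratio, DMSO 0%, thioflavine S 100%; repeats: singlicate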
pCIP destab – compounds decreasing mouse p/CIP protein stability | F442A p/CIP-EGFP cells, EGFP fluorescence, 16 h | AID 1984 | 290,000 tested, 0.01% active | Q05BA5 | decrease of EGFP signal, % at 10 µM;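 active means EGFP signal decrease of at least 30% at 10 µM or well 3 SD below plate mean, unless failing retest; inactive means the rest, including hits failing retest or dose response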; further: some compounds called inactive have numbers as strong as hits; many of its hits are not listed in these tables
IDE cell activ – boosts human insulin-degrading enzyme activity in HEK cells; P14735; 340,000 tested, 0.073% active; activation, % at 5.96 µM; FAbeta-B cleavage, fluorescence polarization; 0% vehicle, 100% cell-free pure enzyme wells;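 active means activation above the mean of all tested compounds plus 3 SD, set per screening campaign, cut at about 17% in these data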
DNA FID counter – fluorescent intercalator displacement, NS3 helicase counter-screen; DNA fluorescent intercalator displacement, fluorescence; inhibition, % at 7.9 µM; 290,000 tested, 0.17% active; AID 1845; in the data active means inhibition above about 37%;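 further: 0% = vehicle and 100% = reference compound; higher means more ethidium bromide displaced from hairpin DNA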
SUMO HTRF inh – inhibitors of human SUMOylation (UBC9); P63279; HTRF SUMOylation assay, SAE1/SAE2 + UBC9, in vitro; inhibition, % at 35 µM; 290,000 tested, 0.36% active; in the data active means inhibition above about 50%, passing the limit was not always enough; further: strong numbers were not always called active
Target sequence (P63279 whole entry, looked up): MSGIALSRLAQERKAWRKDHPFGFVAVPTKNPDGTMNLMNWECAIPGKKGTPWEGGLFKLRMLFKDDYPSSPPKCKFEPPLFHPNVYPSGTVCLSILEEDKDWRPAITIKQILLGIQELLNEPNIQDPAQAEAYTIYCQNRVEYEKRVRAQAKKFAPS
Active calls of the source: *; x = not tested or not shown; & = joins results of further samples. These rows are one share of the data; the hit share may differ from the screen's.

SMILES	VIM-2 inhibitor	PHOSPHO1 inh	IMP-1 inh	MEKK3 PB1 HTS	NS3 helicase inh	pCIP destab	IDE cell activ	DNA FID counter	SUMO HTRF inh
Cc1nc2sc(C(=O)c3ccccc3)c(N)c2c(C)c1C	1.0	18	-2.6	98	-13	4	2	-1	18
Cc1cc(C)c(S(=O)(=O)Nc2ccc(O)c(Sc3ncn[nH]3)c2)cc1C	-3.8	2	-2.8	103	4	3	1	-23	-10
CCOc1cc(/C=C/C(=O)Nc2ccc(C(=O)NCCN(CC)CC)cc2)ccc1OCC(C)C	-2.5	12	-0.3	122	-38	12	8	20	8
CCc1cccc(CC)c1NC(=O)c1cc(CN2C(=O)c3ccccc3C2=O)ccc1OC	-4.9	-5	-2.6	98	9	-4	5	-26	-14
Cc1ccc2cccc(OC(=O)/C=C\c3ccccc3)c2n1	-1.3	12	-3.6	99	14	-6	2	-4	-10
CCCCSCc1cc(C(=O)O)oc1C(C)(C)C	-1.5	-160	-2.4	104	18	1	-2	-30	-9
CCOC(=O)C1=C(C)N=c2s/c(=C\c3ccc(C(=O)O)cc3)c(=O)n2C1c1ccc(F)cc1 (stereo unspecified)	-0.8	44	-2.2	100	20	-17	4	-20	16
CCN(Cc1ccncc1)C(=S)Nc1ccccc1	-2.1	42	-1.9	110	9	-14	7	28	-13
Cc1c(C(=O)OC(C)C)[nH]c2c1C(=O)CCC2	-7.2	-18	-4.5	102	-1	-9	5	0	-7
COC(=O)CCC(=O)Oc1ccc(OC(=O)CCC(=O)OC)cc1	-3.1	-3	-2.1	98	-4	-5	x	-7	15
Cc1ccccc1NS(=O)(=O)c1ccc(C)c(C(N)=O)c1	-4.1	-2	-2.9	64	-5	-2	4	-5	27
CCN(CC)CCNC(=O)COc1ccc(OC)cc1	-2.6	5	-0.8	94	-3	-22	-2&7	-4	-5
CC(C)Oc1ccc(CNC(=S)Nc2ccccc2)cc1Cl	-1.4	24	-2.4	105	-9	1	6	-4	-2
CCOc1ccccc1NC(=O)CN(C)S(=O)(=O)c1cnc[nH]1	-0.5	-20	-1.8	93	2	0	-9	-3	4
Cc1cc(C)c2nc(NNC(=O)c3ccc(S(=O)(=O)N4CCCC(C)C4)cc3)sc2c1 (stereo unspecified)	-5.7	11	-2.8	105	-3	2	0	-21	-33
COc1ccc(CCn2c(N3CCOCC3)nc3c2c(=O)[nH]c(=O)n3C)cc1	-0.2	10	0.7	104	3	-7	5	-14	22
O=C(N=C1N=C2C=CC=CN2Cc2ccccc21)c1ccc(S(=O)(=O)N2CCOCC2)cc1	1.3	48	1.1	x	4	-12	1	-1	21
CCOC(=O)c1cnc(SCC(=O)c2ccc(C)cc2)nc1N	-2.3	-4	-1.7	110	0	0	4	2	16
CC(C)CN(CC(C)C)S(=O)(=O)N1CCC(C(=O)NCc2ccc(F)cc2)CC1	-1.5	-2	-1.9	99	2	10	7	-31	-15
CCCN(CCC)C1CC(=O)N(Cc2ccccc2)C1=O (stereo unspecified)	-0.1	-36	-0.5	96	2	-3	-2	-3	1

Entries of single compounds, looked up by structure. Values in the order: VIM-2 inhibitor | PHOSPHO1 inh | IMP-1 inh | MEKK3 PB1 HTS | NS3 helicase inh | pCIP destab | IDE cell activ | DNA FID counter | SUMO HTRF inh
`COc1ccc(CCn2c(N3CCOCC3)nc3c2c(=O)[nH]c(=O)n3C)cc1` is listed with -0.2 | 10 | 0.7 | 104 | 3 | -7 | 5 | -14 | 22
`CC(C)CN(CC(C)C)S(=O)(=O)N1CCC(C(=O)NCc2ccc(F)cc2)CC1` is listed with -1.5 | -2 | -1.9 | 99 | 2 | 10 | 7 | -31 | -15

Remaining list, next part
SMILES	VIM-2 inhibitor	PHOSPHO1 inh	IMP-1 inh	MEKK3 PB1 HTS	NS3 helicase inh	pCIP destab	IDE cell activ	DNA FID counter	SUMO HTRF inh
CCCC(=O)Nc1nc2ccc(NC(=O)c3cccnc3)cc2s1	-1.3	3	-2.2	93	4	0	3	-7	6
Cc1ccccc1C(=O)Nc1cccc(NC(=O)c2ccc(F)cc2)c1	-1.9	1	-3.1	100	-8	-5	-2	-14	-8
Cc1ccc(S(=O)(=O)N2CCOCC2)cc1NC(=O)CN1CCC(Cc2ccccc2)CC1	0.0	-10	-0.1	91	-11	2	-1	4	-23
Cc1ccc(C(=O)NCC(=O)NCC(=O)OCC(=O)c2cccs2)cc1	-1.3	12	-1.9	104	-6	5	-2	-12	-1
COC(=O)c1cc(NC(=O)C2C3C=CC(C3)C2C(=O)O)cc(C(=O)OC)c1 (stereo unspecified)	-3.3	0	-1.4	101	4	6	5	1	-9
O=C(/C=C/Nc1ccccc1O)c1ccco1	-1.9	16	-2.8	85	0	1	8	-4	18
CCCC(NS(=O)(=O)c1ccc(-c2ccc(=O)[nH]n2)s1)c1cccs1 (stereo unspecified)	-1.5	44	-1.1	102	5	-10	3	-36	5
Cc1ccc(-c2cc(C(=O)N3CCc4ccccc4C3)no2)cc1	-1.4	20	-2.4	103	-11	8	-1	-4	-12
COc1ccc(S(=O)(=O)N2CCN(C(=O)COc3ccc4c(C)cc(=O)oc4c3)CC2)cc1	-3.0	16	-4.3	87	-5	9	x	-9	23
O=C(COc1ccccc1)N1CCN(C(=O)c2cccc(F)c2)CC1	-3.8	-14	-3.4	101	3	-7	-2	2	-3
CNS(=O)(=O)c1cccc(C(=O)OCC(=O)Nc2ccc(Cl)cn2)c1	-0.9	30	-3.3	93	-11	12	-2	-3	-4
CC(=O)Nc1ccc(S(=O)(=O)Nc2ccc(Cl)cn2)cc1	-2.2	39	-0.7	101	4	9	4	2	7
Cc1ccc(-c2cc(C(F)(F)F)n3ncc(C(=O)O)c3n2)cc1	-2.9	-12	-3.2	100	2	4	5	-2	6
NNC(=O)/C(=C\c1ccc(Br)cc1)NC(=O)c1cccs1	-1.1	32	-1.8	97	2	-7	8	-7	12
COc1ccc(N(C(=O)c2ccco2)C(C(=O)NC2CCCCC2)c2ccccc2)cc1 (stereo unspecified)	-2.8	x	-1.3	109	-1	x	-3	-9	x
Cc1ccc2cccc(OCc3nnc(SCC(=O)O)n3C)c2n1	-0.5	13	-1.7	104	2	0	2	-2	14
O=C(NCCSCc1ccccc1)c1ccccc1	-2.0	23	-3.7	117	0	9	0	-7	-14
Cc1ccc(S(=O)(=O)NCc2ccc3c(c2)OCO3)cc1C	-1.6	24	-1.2	100	-3	-8	3	-14	13
CCOC(=O)[C@H]1[C@H]2COc3cc(OC)ccc3[C@@H]2N2C(=O)N(c3ccc(Br)cc3)C(=O)[C@@]12C	1.1	-19	-1.8	100	-54	-19	5	-26	15
CCSc1nc2sc3c(c2c(=O)[nH]1)CCc1ccccc1-3	-1.7	-2	-2.0	96	8	7	8	-4	-3
CNc1oc(-c2ccc(C)cc2)nc1P(=O)(c1ccccc1)c1ccccc1	0.3	34	-1.2	107	-19	3	2	-18	5
CC(C)OC(=O)c1c(NC(=O)c2ccco2)sc2c1CCCCC2	-1.4	17	0.0	96	3	-6	5	-10	11
O=C(COc1ccc(Cl)cc1)OCC(=O)N1CCCCCC1	-1.9	4	-1.2	89	5	7	3	-13	2
Cc1cccc(NC(=O)CCn2nc(C)cc2C)c1	0.5	-20	-0.4	108	-5	-12	4	2	29
O=[N+]([O-])c1ccc(N/N=C/c2ccccc2)c(F)c1	-0.3	-12	-2.1	97	-8	4	-14	13	-21
COc1ccc(C(=O)c2cc(C(C)=O)c(Nc3ccccc3)s2)cc1	-4.2	11	-4.0	91	-10	0	4	-2	-8
COc1ccc(CNC(=O)c2nnn(CC(=O)Nc3cc(C)cc(C)c3)c2N)cc1	0.2	29	-1.5	100	-13	3	-5	-25	32
CCC(C)Oc1ccc(C(=O)Nc2ccc(CN3CCOCC3)cc2)cc1 (stereo unspecified)	-0.9	46	-2.2	105	-22	-1	-4	5	0
COc1ccc(N(CC(O)Cn2c(C)nc3ccccc32)S(=O)(=O)c2ccccc2)cc1 (stereo unspecified)	-2.8	18	-0.3	100	-7	-1	-3	4	-22
Cc1cc(NC(=O)CCC(=O)N(c2ccccc2)C(C(=O)NC2CCCC2)c2cccs2)no1 (stereo unspecified)	0.5	1	-2.8	101	0	9	3	-34	-4
CC(=O)Oc1ccc(-c2nc3cc(Cl)ccc3c(=O)o2)cc1	-0.9	24	0.4	105	-8	-1	1	-17	21
Cc1ccc(-c2c(C(=O)NC(C)C)oc(=O)c3ccccc23)cc1	-1.1	9	-1.7	93	1	-20	-5	-12	19
CC1CCN(S(=O)(=O)c2cccc(C(=O)NC3CCCC3)c2)CC1	-2.2	41	-1.3	106	5	-8	0	-23	9
CCC1CCCCN1C(=O)CCC(=O)Nc1nnc(C(F)(F)F)s1 (stereo unspecified)	-0.5	8	-0.6	102	-6	5	1	-34	-4
CC1=C(C#N)C(=O)N(C)C(C)(C)C1	-2.2	-13	-7.3	103	13	0	-2	6	21
CC(NC(=S)NCc1ccc(F)cc1)C12CC3CC(CC(C3)C1)C2 (stereo unspecified)	-4.7	52	-2.5	104	-7	-9	6	-6	-4
Cc1c(C)c(C)c(S(=O)(=O)n2[nH]c(=O)c(CCO)c2C)c(C)c1C	-3.7	29	-2.8	105	0	-6	5	-24	-8
O=C(Cc1cccs1)NNC(=O)c1ccc(F)cc1	-0.9	-7	-4.8	116	3	7	3	2	-14
COc1cc(-c2nnc(SCC(=O)OC3CCCCC3)o2)cc(OC)c1OC	-1.4	15	-5.7	94	6	-9	6	-17	13
CO/N=C(/c1nonc1N)N1CCN(c2ccc([N+](=O)[O-])cc2)CC1	-2.8	3	-3.9	101	-4	-2	1	6	-12
Cc1ccc(C(=O)OCC(=O)NCCC2=CCCCC2)cc1N	-2.1	32	-3.2	103	-3	-11	-1	-7	4
O=C(NNC(=O)c1c(F)cccc1F)c1ccccc1OC(F)(F)F	-2.1	41	-0.5	98	-9	-10	5	-4	10
CCn1c(CC(=O)Nc2ccc(OC)cc2)nnc1SCC(=O)N1CCOCC1	-0.6	24	-0.4	102	6	4	2	-13	5
CSC1=NC2C(N1)N(C)C(=O)N2C (stereo unspecified)	0.3	78*	-1.2	99	6	10	3	4	0
CC(=O)N[C@@H](Cc1ccc(OC(F)(F)F)cc1)C(=O)O	-0.3	12	-1.3	98	-7	-12	9	1	4
Cc1ccc(N2C(=O)C3C4C=CC(CNC(=S)N5CCN(c6ccccc6)CC5)(O4)C3C2=O)cc1 (stereo unspecified)	-1.5	-17	-1.4	97	-4	-6	6	-5	6
CCOCCN1CCN(c2c(CC)c(C)nc3cc(-c4cc(OC)cc(OC)c4)nn23)CC1	-2.8	-8	-3.4	108	-24	-22	1	9	-26
CSc1nc(NS(=O)(=O)c2ccc(F)cc2F)nn1C	-1.8	33	-3.4	102	1	-4	4	-3	-5
CCCCCCc1ccc(N2C[C@H](Cc3ccccc3)[C@@H](CC(=O)NCc3ccc(OC)cc3)C2=O)cc1	-1.1	-13	-2.0	100	22	-4	-3	-23	-8
Cc1noc(NS(=O)(=O)c2ccc(NC(=O)c3cc(=O)c4ccccc4o3)cc2)c1C	-3.4	28	-2.9	101	4	11	2	-34	-15
Cn1c(SCC(N)=O)nnc1-c1ccc(C(C)(C)C)cc1	-0.9	-33	-4.4	94	10	4	-4	-14	3

Compound activity as filed in PubChem BioAssay.
